# Assay outcomes (PubChem)
# Shiga inhibitor: A qHTS for Small Molecule Inhibitors of Shiga Toxin; 290,000 tested, 9.2% active; Vero cells, Shiga toxin protein synthesis inhibition reporter; inhibition, % at 38.7 µM; in the data active = inhibition mostly above about 28%, no sharp cut-off; inactive = mostly below about 43%; note: 0% is about no effect
# FBPA Giardia inh: qHTS Assay for Inhibitors of Fructose-1,6-bisphosphate Aldolase from Giardia Lamblia. purified Giardia FBPA. Potency, µM (highest dose often 59.6 µM), inactives show at the top dose activity, negative = inhibition, actives largely listed as inhibitors. 290,000 tested, 0.71% active. AID 2451, 2010; note: potency is the fitted concentration of half-maximal effect; % is set by controls: 0 for no effect and ±100 for the full control effect; nearly all actives have a fitted effect of over 55% in size
# Target sequence (A8B2U2 whole entry, looked up): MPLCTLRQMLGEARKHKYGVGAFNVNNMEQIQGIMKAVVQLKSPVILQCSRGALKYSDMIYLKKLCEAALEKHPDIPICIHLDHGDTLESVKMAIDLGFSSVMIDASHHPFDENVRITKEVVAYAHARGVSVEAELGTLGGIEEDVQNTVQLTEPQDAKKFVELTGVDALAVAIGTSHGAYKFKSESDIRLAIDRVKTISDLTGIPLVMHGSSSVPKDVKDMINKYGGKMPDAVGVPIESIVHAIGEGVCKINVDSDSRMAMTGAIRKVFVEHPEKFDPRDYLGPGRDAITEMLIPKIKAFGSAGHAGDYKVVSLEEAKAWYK
#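 Giardia FBPA (40 nM reagent) was preincubated 10 min at RT with compound (up to 57.5 uM final), then substrate plus GAPDH/TPI/NAD/arsenate coupling system with diaphorase/resazurin was added; resorufin fluorescence (525/598 nm) was read after 20 min.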
# Cycloheximide cs: Cycloheximide Counterscreen for Small Molecule Inhibitors of Shiga Toxin; cell reporter, cycloheximide protein synthesis inhibition counterscreen; max response, %; 300,000 tested, 12% active; AID 2314, 2010; in the data active = max response mostly above about 13%, no sharp cut-off; inactive = mostly below about 14%; note: read at 38.3 µM for the half of the compounds with a filed dose; 0% is about no effect
# AmpC detergent: qHTS Inhibitors of AmpC Beta-Lactamase (assay with detergent); P00811; AmpC hydrolysis of nitrocefin, absorbance 480 nm, 0.01% Triton; Potency, µM (top dose mostly 114 µM), for the others: at the top dose activity change, negative = inhibition, actives largely listed as inhibitors; 370,000 tested, 0.041% active; AID 485294, 2010;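 note: potency is the fitted concentration of half-maximal effect; 0% = no-compound wells and -100% = no-enzyme wells; nearly all actives have a fitted effect of over 25% in size; some results filed as inactive show a strong effect at the top dose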
# Target sequence (P00811 whole entry, looked up): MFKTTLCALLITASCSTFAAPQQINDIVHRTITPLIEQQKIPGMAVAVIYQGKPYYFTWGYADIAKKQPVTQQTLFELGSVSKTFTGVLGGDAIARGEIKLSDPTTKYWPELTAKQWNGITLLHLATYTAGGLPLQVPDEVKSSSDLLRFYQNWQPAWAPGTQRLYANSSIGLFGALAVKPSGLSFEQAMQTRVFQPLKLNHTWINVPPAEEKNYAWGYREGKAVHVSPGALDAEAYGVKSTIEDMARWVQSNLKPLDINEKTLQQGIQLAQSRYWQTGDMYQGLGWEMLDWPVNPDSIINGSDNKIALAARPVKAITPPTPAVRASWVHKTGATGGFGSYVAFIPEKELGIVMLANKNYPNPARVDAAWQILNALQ
#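 AmpC (5.3 nM in the dispensed reagent) in 20 mM phosphate pH 7.0 with 0.01% (detergent screen) or 0.0001% Triton X-100 was preincubated with compounds for 15 min at room temperature. Nitrocefin was then added from an 800 uM solution, and hydrolysis was followed at 480 nm.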
# AmpC inh no detg: qHTS Inhibitors of AmpC Beta-Lactamase (assay without detergent); Potency, µM (top dose mostly 57.1 µM), inactives show at the highest dose activity change, negative = inhibition, hits mostly inhibitors; AmpC nitrocefin hydrolysis, absorbance 480 nm, 0.0001% Triton; 330,000 tested, 0.52% active;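 note: potency is the fitted concentration of half-maximal effect; plate controls were no compound for no effect and no enzyme for full effect; nearly all actives have a fitted effect of over 20% in size; some results filed as inactive show a strong effect at the top dose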
#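 AmpC (5.3 nM in the dispensed reagent) in 20 mM phosphate pH 7.0 with 0.01% (detergent screen) or 0.0001% Triton X-100 was preincubated with compounds for 15 min at room temperature. Nitrocefin was then added from an 800 uM solution, and hydrolysis was followed at 480 nm.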
# HCMV inh: qHTS Assay for inhibitors of the human cytomegalovirus (HCMV) | activity change, negative = inhibition, % at 57.5 µM | HFF cells, HCMV-luciferase reporter, 72 h; hits give low values | AID 1259415, 2018 | 410,000 tested, 4.5% active; in the data active = activity change below about -60%; inconclusive = no clear call, values can overlap the other calls; inactive = above about -39%; note: % is set by controls: 0 for no effect and ±100 for the full control effect
#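 Two compound doses tested in HFFs infected with HCMV-luciferase, MOI 1 PFU/cell, 72 h at 37C. Lysate luminescence read with OneGlo; data normalized against buffer-only and 10uM Salinomycin inhibitor controls.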
# AMA1 RON2 block: qHTS for Inhibitors of AMA1-RON; Towards Development of Antimalarial Drug Lead: Primary Screen; Plasmodium falciparum AMA1 (3D7) - RON2 peptide interaction; AlphaScreen AMA1-biotinylated RON2 peptide binding; Potency, µM (highest dose often 58.2 µM), without a hit: at the highest dose activity change, negative = inhibition, usual class: inhibitors; 360,000 tested, 0.2% active;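 note: potency is the fitted concentration of half-maximal effect; 0% = vehicle wells and -100% = peptide control; nearly all actives have a fitted effect of over 45% in size; some results filed as inactive show a strong effect at the top dose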
#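 AMA1 (3D7) with his tag at 25 nM final met compounds first, then biotinylated RON2 peptide at 25 nM; detection used donor plus acceptor beads, 10 µg/mL apiece, read by AlphaScreen after 30 min at room temperature.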
# An asterisk follows results filed as active; ? = inconclusive; . = not tested or not shown; & = joins results of further samples; [ ] = another dose, or the depositor's remark. Unless noted, calls come from the whole dose curve; as a rule, active = well fitted curve in the direction sought with a large enough effect; inconclusive = small, poorly fitted or top-dose-only effect, or another doubt; inactive = no such curve, though single readings can be large; an effect the other way counts as inactive or inconclusive.
# Below each SMILES: Shiga inhibitor, FBPA Giardia inh, Cycloheximide cs, AmpC detergent, AmpC inh no detg, HCMV inh, AMA1 RON2 block
CCCCN(C(=O)C(C)(C)Oc1ccc(Cl)cc1)c1c(N)n(CCC)c(=O)[nH]c1=O
  ., ., ., -11%, -7%, -13, -7%
CCOc1ccc(-n2c(N)c(-c3nc4ccccc4[nH]3)sc2=S)cc1
  -13, 1%, 8, 1%, -32%, -24, 87%[activator]
CCOc1ccc(C(=O)O/N=C(\N)c2ccccn2)cc1
  -20, 11%, -12, -13%, -2%, -91*, 32%[activator]
COc1cccc(NC(=O)CNC(=O)c2ccccc2)c1
  77*, 2%, 27*, ?, -17%, 153, -5%
C=CCN(CC=C)CCOc1cc(C)ccc1[N+](=O)[O-]
  40*, ?, 18*, -13%, -3%, -4, -12%
CCC(C)[C@H](NC(=O)N1CC(=O)Nc2ccccc21)C(=O)Nc1ccccc1C (stereo not given in full)
  -10, ., -4, ?, -34%, -11, -6%
CCCN(C(=O)C(=O)Nc1ccc2nc3n(c(=O)c2c1)CCCCC3)c1ccc(OCC)cc1
  14, 3%, 6, 13%&9%, 141%[activator], -6&7, -3%
COc1ccc(C(=O)CC(=O)C(=O)Nc2cc(Cl)c(OC)cc2OC)cc1
  -3, -1%, -1, 2%, -31%, 7, 34%[activator]
CC1CN/C(=C\C(=O)c2ccc(Br)cc2)C(=O)N1 (stereo not given)
  67*, -2%, 106*, 4%, 32%, 29, -4%
N#Cc1ccc2[nH]c(CO)c(-c3ccccc3)c2c1
  -7, 9%, -4, ?, -54%, -38, -3%
O=C1CCc2ccc(NC(=O)C3CC3)cc2N1
  -3, 3%, -2, 2%, -15%, 100, 3%
Cc1cccc(NS(=O)(=O)c2cnc(Cl)c(Br)c2)n1
  -8, 0%, -1, -9%, -22%, -31, 0%
CCOC(=O)N1CCN(S(=O)(=O)c2c(C)nc3sccn3c2=O)CC1
  -6, 10%, -3, ?, -4%, -23, 6%
CCSC(=S)c1c(C)[nH]n(-c2ccccc2)c1=O
  4, ?, 1, 1%, -34%, -10, 49%[activator]
O=C(Nc1ncccc1O)c1ccc(NS(=O)(=O)c2ccc3[nH]c(=O)[nH]c3c2)cc1
  ., ., ., 0%, -3%, ?, 0%
CCN(CC)C(=O)C1CCCN(Cc2cccc(F)c2)C1 (stereo not given)
  -10, -25%, -4, -15%, -11%, -9, -26%
COc1ccc(S(=O)(=O)CCc2nnc(NC(C)=O)s2)cc1
  5, 2%, -2, -14%, 0%, -8, -1%
CCc1ccc(OCC(=O)OCC(=O)NC2CCCC(C)C2C)cc1 (stereo not given)
  ., ., ., ., -32%, -18, -3%
CCSc1nnc(NC(=O)NC(CC)(C(F)(F)F)C(F)(F)F)s1
  18, 0%, -4, -2%, -28%, -79*, 0%
CC(=O)CSc1ccc(S(=O)(=O)N2CCN(C)CC2)cn1
  ., ., ., 8%, -14%, 0, 7%
Cc1cc(=O)oc2c1c(C)nn2-c1ccc(Br)cc1
  -8, 2%, 1, 6%, -10%, -15, -2%
Cc1cc(=O)oc2cc(OCC(=O)N3CCN(c4ccccc4)CC3)ccc12
  ., ., ., -1%, 5%, -29, 0%
COc1ccc(CN2CCN(c3cc(C)nc4c5c(C)cc(C)nc5nn34)CC2)cc1F
  -16, -2%, -3, ?, 0%, 24, 23%
O=[N+]([O-])c1ccccc1O[C@@H]1O[C@H](CO)[C@H](O)[C@H](O)[C@H]1O
  -7, 8%, 0, 5%, -6%, 12, -20%
COC(=O)c1ccccc1S(=O)(=O)NNC(=O)c1nn(C)c(=O)c2ccccc12
  ., ., ., ., -17%, -14, 1%
Cn1cc(CNC(=O)C2c3ccccc3Oc3ccccc32)cn1
  4, 9%, -1, -13%, 1%, -17, -2%
Cc1cc(N)n(-c2ccc(Cl)cc2)n1
  -7, 1%, -3, ?, 3%[2.29 µM], 14, 0%
CCOC(=O)c1c(CSc2ccccc2)n(C)c2ccc(O)c(CN3CCOCC3)c12
  -1, -13%, -2, -5%, 115%[activator], 10, -12%
O=C(c1ccco1)N1CCN(C(=O)c2ccccc2OCc2ccc(Cl)cc2)CC1
  ., ., ., 0%, 70%[activator], -10, 53%[activator]
Cc1ccc(NC(=O)NCCN2CCN(C(=O)Nc3ccc(C)cc3)CC2)cc1
  -6, 8%, -5, -7%, 46%, 13, -5%
CCN(Cc1ccccc1)C(=O)CSc1nc(C)cc2c1C(=O)OC2
  -11, 9%, 0, -10%, -8%, -3, 10%
CC(C)CCN1CN(S(=O)(=O)c2cccs2)c2nc3ccccc3nc21
  -7, 6%, 11, 2%, -11%, -35, 2%
CC(C)[C@H](NC(=O)c1cccc(S(=O)(=O)N2CCOCC2)c1)C(=O)Nc1nccs1
  -31, 0%, -1, -13%, -19%, -21, 5%
CCOC(=O)CSC(CC)C(=O)Nc1nnc(C(C)C)s1 (stereo not given)
  14, -21%, -2, 1%, -17%, -22, 43%[activator]
Cc1ccc(S(=O)(=O)N2CCCC2C(=O)Nc2nc3c(s2)CCCC3)cc1 (stereo not given)
  14, -4%, 11, 1%, -10%, ?, ?
Nc1[nH]ncc1-c1ccc(Cl)cc1
  -7, 5%, -1, -5%, -2%, 21, 69%[activator]
COc1ccc(O)c(C(=O)c2cc(SCC(=O)O)c3nc4sc5c(c4c(=O)n3c2)CCCC5)c1
  21, 24%, 1, -9%, -17%, ?, -23%
Cc1nc2ccccc2nc1N1CCC(C)CC1
  11, 16%, 8, 5%, ., -25, 32%[activator]
Cc1cccc(-n2c(CCCN3C(=O)c4ccccc4C3=O)nc3ccccc3c2=O)n1
  10, -4%, 2, ?, -24%, 0, -6%
CCOc1cc2c(cc1OCC)CN(C(=O)c1cccc(S(=O)(=O)N3CCCC3)c1)CC2
  ., ., ., -2%, 96%[activator], -23, -10%
O=C(O)c1nn2c(C(F)(F)F)cc(-c3cccs3)nc2c1Cl
  -5, 17%, -3, -21%, -28%, 43, 0%
Cc1ccc(NC(=O)c2oc3ccc(S(=O)(=O)N4CCOCC4)cc3c2C)cc1C
  2, 0%, -4, -9%, 13%, 29, 2%
CCOC(=O)C1=C(CSc2nc3ccccc3s2)NC(=O)NC1c1cccc([N+](=O)[O-])c1 (stereo not given)
  19, -1%, 7, 1%, -15%, -1, -1%
O=C(NCC(=O)N1CCCCCCC1)c1ccccc1Cl
  ., ., ., ?, -19%, 59, 20%
COc1ccc(C=O)cc1COc1ccc(F)cc1F
  20, 1%, 5, 1%, -2%, -20, 10%
COc1cccc(CC(NC(C)=O)C(=O)NC2CCN(C(=O)c3ccc(Cl)cc3)CC2)c1 (stereo not given)
  -5, -6%, -4, -12%, 63%[activator], 8, 0%
Cc1ccc(OCCC(=O)OCC(=O)NNC(=O)c2ccccc2)cc1
  ., ., ., -12%, -10%, 0, 114%[activator]
Cc1nnc(SCC2=C(C(=O)O)N3C(=O)C(NC(=O)Cn4ncc(Cl)c4C)C3SC2)s1 (stereo not given)
  -10, 20µM*, -3, -1%, -17%, -4, 61%[activator]
Cc1nc(S(=O)(=O)Cc2ccccc2)nc2c1CCC2
  20, 2%, 10, -4%, -10%, 0, -5%
CC(=O)Nc1cc2c(cc1C(=O)c1ccccc1)OCCO2
  -18, 1%, -2, -1%, -15%, -18, 4%
CCCSc1nnc(NC(=O)Nc2ccc(F)cc2)s1
  29, 3%, 32*, -1%, -23%, -104*, -1%
NC(=S)N=Nc1ccc(NN=C(N)N)cc1
  2, 10µM*, -2, ?, -24%, 68, ?
CCCCCCCCCCCCCC(=O)O
  ., ., ., 4%, -8%, 19, 0%
CCOc1ccc(OCC)c(NC(=O)CSc2nc3c(c(=O)n(C)c(=O)n3C)n2C(C)C)c1
  -20, -7%, 1, 0%, 140%[activator], -63*, -8%
Cc1ccccc1OCC(=O)Nc1ccccc1C(=O)N1CCCCC1
  -4, ., 16, 4%, 4%, 20, 9%
O=C(NCC(=O)N1CCN(S(=O)(=O)c2ccccc2F)CC1)c1ccc2ccccc2c1
  ., ., ., -5%, -11%, -17, -12%
Cc1ccc(OCC(=O)NCCNC(=O)c2ccco2)cc1C
  11, 0%, 10, -13%, -1%, -10, -5%
c1ccc(-c2nnc(-c3ccccn3)nc2NC2CCCCC2)cc1
  19, ?, 24, -6%, -10%, -100*, 10%
COc1ccccc1/C=N/n1c(N)c(S(=O)(=O)c2cccs2)c2nc3ccccc3nc21
  10, -2%, 12, ?, -47%, -22, 3%
Cc1ccc(NC(=S)N2CCCC(O)C2)cc1 (stereo not given)
  69*, -4%, 20*, -12%, -30%, 42, 0%

# Other records follow:
# Below each SMILES: Shiga inhibitor, FBPA Giardia inh, Cycloheximide cs, AmpC detergent, AmpC inh no detg, HCMV inh, AMA1 RON2 block
O=C(Nc1cccc(OC(=O)c2ccco2)c1)c1ccco1
  42, 0%, 15, 4%, -12%, 13, 5%
CN(CCC(=O)Nc1ccc(Br)cc1)Cc1ccccc1
  -15, -8%, -1, 0%, -2%, ., 0%
Cn1c(SCC(=O)N=Nc2c(O)[nH]c3ccccc23)nc2ccccc21
  10, -2%, -3, -8%, -15%, ., .
O=C(O)c1ccc(N/N=C/c2c(F)cccc2Cl)cc1
  -7, 0%, -1, -15%, -17%, ?, 6%
Cn1nnnc1SCC(=O)Nc1ccc2c(c1)OCCO2
  81*, 0%, 33*, 6%, -17%, 17, -5%
Cc1ccc(C)c(NC(=O)CN(C)C(=O)COc2ncnc3sccc23)c1
  -2, 5%, -5, 5%, -15%, ?, 0%
CCOc1ccc(N2CC(C(=O)NCCc3ccc(F)cc3)CC2=O)cc1 (stereo not given)
  -6, 2%, 0, -4%, 36%, -14, -11%
O=C(N/N=C/c1cc([N+](=O)[O-])ccc1O)c1ccc2c(c1)OCCO2
  17, ?, 18*, -1%, -11%, 25, 17%
CCn1nc([N+](=O)[O-])c(C(C#N)c2nc3ccccc3n2C)c(Cl)c1=O (stereo not given)
  -8, 5%, -3, -12%, -36%, -14, -12%[11.6 µM]
CCOC(=O)C(CC)n1cnc2c(nnn2-c2ccc(C)cc2)c1=O (stereo not given)
  31, 5%, 22, ?, 4%, 60, 0%
COc1ccc(C(=O)NCc2ccc(-n3cccc3)cc2)cc1OC
  28, -1%, 1, 0%, 43%, -5, -12%
COC(=O)C1=C(Nc2ccccc2NS(=O)(=O)c2ccc(C(F)(F)F)cc2Cl)CSC1
  10, -26%, 5, 0%, -38%, 11, 22%
CC(C)NC(=O)CSc1nc2sccc2c(=O)n1-c1ccccc1
  -12, 8%, 12, 0%, -22%, 10, 3%
COCCNC(=S)NCc1ccc2[nH]c3c(c2c1)CCCC3
  7, -15%, -2, 1%, -25%, -73*, -22%
